Source: PubChem BioAssay
V1aR counter = activates human V1a receptor in oxytocin agonist counter-screen; P37288; CHO-V1R cells, Fluo-8 calcium fluorescence, agonist mode; 0% DMSO, 100% 3 nM vasopressin; activation, % at 3 µM; 320,000 tested, 0.25% active; AID 2797;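 active means activation above the mean activation of all tested compounds plus 3 SD, per screening run, cut at about 20% in these data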;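 further: signal is peak over basal fluorescence ratio across a 100 second FLIPR read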
CHO-K1 Ca antag = M1 antagonist counterscreen hit in parental CHO-K1 cells | ATP-induced calcium, Fluo-8 fluorescence | inhibition, % at 3 µM | 360,000 tested, 0.6% active | AID 602250;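 active means inhibition above a per-plate cutoff, the plate's mean sample inhibition plus 3 SD, cut at about 24% in these data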;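 further: 0% = DMSO plus EC80 ATP and 100% = DMSO alone without ATP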
M1 ag = human M1 muscarinic receptor agonism | 360,000 tested, 0.33% active | activation, % at 3 µM | P11229 | CHO-K1 hM1, Fluo-8 calcium fluorescence, agonist mode; 0% DMSO, 100% acetylcholine EC100;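 active means activation above the run's mean compound activation plus 3 SD, cut at about 16% in these data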;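 further: peak over basal fluorescence ratio within a 140 s kinetic read after compound addition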
Target sequence (P11229 whole entry, looked up): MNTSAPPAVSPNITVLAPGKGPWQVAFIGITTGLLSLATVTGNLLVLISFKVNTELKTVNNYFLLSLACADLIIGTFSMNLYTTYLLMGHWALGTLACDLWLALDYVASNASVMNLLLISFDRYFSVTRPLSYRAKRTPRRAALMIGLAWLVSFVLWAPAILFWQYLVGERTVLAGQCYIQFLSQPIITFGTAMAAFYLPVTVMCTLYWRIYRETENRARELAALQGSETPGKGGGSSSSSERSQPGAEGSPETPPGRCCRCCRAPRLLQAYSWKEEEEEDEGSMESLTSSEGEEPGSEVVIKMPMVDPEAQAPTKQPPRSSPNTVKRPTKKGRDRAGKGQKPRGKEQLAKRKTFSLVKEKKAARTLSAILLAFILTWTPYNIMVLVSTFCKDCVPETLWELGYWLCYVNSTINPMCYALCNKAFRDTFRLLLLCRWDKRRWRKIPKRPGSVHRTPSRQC
CHO-K1 Ca ag = nonselective activator or artifact in parental CHO-K1 cells. AID 602248. activation, % at 3 µM. 360,000 tested, 0.48% active. Fluo-8 calcium fluorescence; scaled to maximal ATP response, vehicle zero; in the data active means activation above about 15%;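 further: untransfected CHO-K1 host cells lacking M1 receptor as counterscreen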
TAAR1 antagonist = antagonists of human TAAR1; Q96RJ0; CHO RD-HGA16 TAAR1, Fluo-8 calcium fluorescence, antagonist; inhibition, % at 3 µM; 360,000 tested, 1.5% active; AID 624466;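 active means inhibition above a per-plate cutoff, the mean inhibition of test compounds on that plate plus 3 SD, cut at about 49% in these data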;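 further: 0% = DMSO plus EC80 beta-PEA response and 100% = DMSO alone without agonist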
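Assay system: CHO-derived RD-HGA16 cells stably expressing human TAAR1 plus Gα16. Timing: 140 s kinetic read after compound, 140 s after agonist. Technique: kinetic Fluo-8 calcium fluorescence measurement. Measure: % inhibition of agonist calcium response.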
CHO parental Ca = counter-screen: ATP calcium response change in parental CHO cells | parental CHO-K1, ATP-induced calcium, Fluo-8 fluorescence | inhibition, % at 5.6 µM | 330,000 tested, 0.63% active | AID 463079;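 active means inhibition above that plate's mean sample inhibition plus 3 SD, cut at about 26% in these data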;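 further: 0% = ATP-challenged DMSO wells and 100% = DMSO wells without ATP; some compounds past the cut are filed as inactive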
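test system = CHO parental line | reagent = ATP stimulus | measured by = intracellular calcium via Fluo-8 no-wash fluorescent dye | control set = ATP and no-ATP DMSO wells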
TAAR1 agonist = agonists of human TAAR1 | Q96RJ0 | CHO RD-HGA16 TAAR1, Fluo-8 calcium fluorescence; vehicle wells 0%, saturating PEA agonist 100% | activation, % at 3 µM | 360,000 tested, 0.99% active | AID 624467;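 active means activation above the mean activation of all test compounds in the run plus 3 SD, cut at about 38% in these data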
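Repeats: no replicates (n 1) | Material: CHO-derived RD-HGA16 cells with stable Gα16 and human TAAR1 | Technique: Kinetic Fluo-8 calcium fluorescence | Schedule: 17-24 h seeding, 75 min 37 °C dye, 30 min RT | Evaluation: % activation from peak over basal fluorescence ratio, DMSO-to-PEA scaled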
OXTR potentiate = potentiators of human oxytocin receptor | P30559 | CHO-OTR cells, Fluo-8 calcium fluorescence, potentiator mode; 0% = oxytocin EC15, 100% = EC100 | activation, % at 3 µM | 320,000 tested, 0.061% active;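 active means activation above that plate's cutoff, the mean activation of tested compounds plus 3 SD, cut at about 6.6% in these data, passing the limit was not always enough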;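 further: 100% uses oxytocin at 75 nM as the full agonist control; some results filed as inactive read as strong as hits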
Target sequence (P30559 whole entry, looked up): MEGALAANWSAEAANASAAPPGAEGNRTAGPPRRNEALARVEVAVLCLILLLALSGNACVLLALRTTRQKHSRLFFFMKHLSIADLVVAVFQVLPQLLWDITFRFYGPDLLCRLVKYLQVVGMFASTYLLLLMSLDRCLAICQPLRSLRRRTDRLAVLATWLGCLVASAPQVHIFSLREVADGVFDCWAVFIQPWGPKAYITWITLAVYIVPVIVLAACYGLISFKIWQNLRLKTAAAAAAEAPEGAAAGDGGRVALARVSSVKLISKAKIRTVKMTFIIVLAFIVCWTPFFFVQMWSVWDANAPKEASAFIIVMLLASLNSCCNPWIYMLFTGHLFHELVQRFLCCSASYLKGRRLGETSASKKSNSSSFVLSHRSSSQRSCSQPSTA
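Assay system: CHO cell line stably expressing human OTR | Also added: Oxytocin at about EC15, sub-maximal agonist stimulus | Times: Compound 6 min at room temperature before oxytocin, 100 s read | Measured by: Fluo-8 intracellular calcium fluorescence, ex 470-495, em 515-575 nm | Controls: EC15 oxytocin alone as 0%, 75 nM oxytocin as 100%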
M1 PAM parental = counter-screen for M1 PAMs: effect in parental CHO-K1 cells | ATP EC20, Fluo-8 calcium fluorescence; 0% at ATP EC20, 100% at ATP max | activation, % at 3 µM | 360,000 tested, 0.02% active;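 active means activation above the run cutoff, the mean activation of all test compounds plus 3 SD, cut at about 40% in these data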;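 further: peak over basal fluorescence ratio in a 140 s read after ATP addition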
* = called active by the depositor; / = not tested or not shown.

SMILES	V1aR counter	CHO-K1 Ca antag	M1 ag	CHO-K1 Ca ag	TAAR1 antagonist	CHO parental Ca	TAAR1 agonist	OXTR potentiate	M1 PAM parental
COc1ccc(NC(=O)COC(=O)c2cccc(S(=O)(=O)N(C)C)c2)cc1	/	-6	-2	0.7	15	/	2	/	9
O=C(NCc1ccco1)c1ccc(Cl)c(S(=O)(=O)Nc2ccccc2)c1	3.3	-8	-3	0.9	2	-20	6	-2	10
CCn1c(CSc2n[nH]c(N)n2)nc2cc(C(=O)O)ccc21	8.7	5	-4	-0.4	-5	-6	0	-19	-5
CCOC(=O)c1c(S(=O)(=O)NCC(=O)Nc2ccc(OC)cc2)c(C)n(C)c1C	-1.1	-14	-3	0.4	-24	-2	-1	-3	-3
O=C(C1CCN(c2ncnc3c2nc2n3CCCCC2)CC1)N1CCN(c2cccc(Cl)c2)CC1	14	7	0	11	63*	5	9	-8	0
O=C(CSc1nnc(-c2ccc(C(F)(F)F)cn2)o1)Nc1cccc(Cl)c1	0.3	3	-4	0.0	1	-6	1	-6	1
Cc1cc(Cl)ccc1OCC(=O)NCCC(=O)O	0.5	-3	6	-0.1	-1	1	1	2	-13
CCC(C(=O)N1CCN(S(C)(=O)=O)CC1)c1ccccc1 (configuration not stated)	0.7	-5	-7	0.1	-7	-21	4	-5	19
COc1cccc(CN2CC(C(=O)NC3CCC3)CCC2=O)c1 (configuration not stated)	-0.4	-11	-1	1.3	-10	-4	1	-8	16
Cc1ccc(S(=O)(=O)NC2=NCN(Cc3ccccc3)CN2)cc1	0.3	-2	-2	-0.2	-2	-17	2	-16	9
COc1ccc(C(=O)NNC(=O)Nc2ccc(C)cc2)cc1	-0.1	-4	-2	0.0	-6	0	7	-6	17
O=C(CN1C(=O)C2C3C=CC(C4CC34)C2C1=O)Nc1cnc2ccccc2c1 (configuration not stated)	0.1	-17	-1	0.1	-3	-9	19	-2	24
S=C(NC12CC3CC(CC(C3)C1)C2)N1CCCC1	-0.5	-9	-7	7.4	-1	-1	1	2	23
CN(C(=O)CCN1C(=O)S/C(=C\c2ccccc2)C1=O)C1CCS(=O)(=O)C1 (configuration not stated)	7.2	-5	-1	3.8	-33	0	3	-5	11
C=CCn1c(SCC(=O)Nc2nccs2)nnc1-c1cc2cccc(OC)c2o1	1.0	1	3	1.6	15	2	6	-11	-5
O=C(Cn1c(=O)n(-c2ccc(F)cc2)c(=O)c2sccc21)NC1CCCCC1	0.2	-16	0	0.2	-5	2	1	-1	-2
COc1ccc(CCN2Cc3c(N)cccc3C2=O)cc1OC	1.6	-8	4	0.9	-19	-4	2	-13	-2
CCCOc1ccccc1OCC(=O)Nc1ccc(S(=O)(=O)N2CCCCC2)cc1	1.0	-18	-3	0.7	42	24	1	-3	15
CCCCNC(=O)NCC(=O)Nc1ccc(F)c(F)c1	0.4	14	-2	-0.2	-7	-11	2	-7	-6
CCOc1ccc(S(=O)(=O)N/N=C(\C)c2ccc(Cl)c(Cl)c2Cl)cc1	1.4	5	-6	0.1	11	-18	3	-14	16
Cc1ccc(S(=O)(=O)N2C[C@@H]3[C@H]4CC[C@H](C4)[C@@H]3[C@@H](C)[C@@H]2c2ccn(Cc3ccccc3)c2)cc1	/	-20	-2	0.5	-29	-6	4	/	16
Cc1ccc(C)c(NC(=O)C2CC3CCC2C3)c1 (configuration not stated)	-0.9	-7	-9	-1.0	-11	-8	-2	1	9
Cc1cc(Cl)c(OCCCN(C)C)c(Br)c1	0.9	-9	-8	1.7	5	-6	5	3	34
COc1ccccc1CCNC(=O)C(C)n1nc(C)c2c(C)n(-c3ccccc3)nc2c1=O (configuration not stated)	1.3	-1	-5	0.1	-9	-16	3	0	-18
Cc1[nH]c2ccccc2c1-c1ccc(Cl)nn1	-0.2	-4	-7	1.2	8	-8	-1	-15	9
CSc1ccccc1NC(=O)C1CC(c2ccccc2O)=NO1 (configuration not stated)	0.3	-19	-4	2.5	13	-20	-2	0	6
O=C(CN1CCN(c2cccc(Cl)n2)CC1)N1CC(O)CO1 (configuration not stated)	0.8	-13	-10	0.9	-33	-11	5	5	20
O=C(NCCN1CCCC1)c1ccc(Cn2c(=S)[nH]c3ccc(Br)cc3c2=O)cc1	-1.0	-14	-7	1.1	-23	1	2	-9	13
OC(COC(c1ccccc1)c1ccccc1)CN1CCN(c2cccc(Cl)c2)CC1 (configuration not stated)	0.4	-12	-11	0.9	5	-2	-1	-9	11
COc1cc(OC)cc(C(=O)O/N=C(\N)c2ccccn2)c1	-1.0	-6	-5	-0.1	-13	-4	1	-8	7
Cc1ccc(C(=O)O)cc1-n1c(C)cc(C=O)c1C	-0.5	-4	-1	0.5	0	-6	4	-21	-2
CCn1c2ccccc2c2cc(NC(=O)CNC)ccc21	2.1	5	-2	0.0	-9	-14	10	-5	-11
COc1ccc(CN(C)C(=O)CNC(=O)c2sc3ccccc3c2Cl)c(OC)c1	/	5	4	3.0	17	/	0	/	5
CCOC(=O)c1c(/N=C/c2ccc(C)cc2O)sc2c1CCN(C)C2	0.7	-8	-5	0.5	-14	-8	2	-2	9
O=C(O)Cn1cnc2scc(-c3cccs3)c2c1=O	0.6	-11	-2	-0.1	4	-2	11	-1	17
COc1cc(-n2c(=O)c3ccccc3n(CC(=O)c3ccc(F)cc3)c2=O)cc(OC)c1OC	0.4	-6	0	0.0	-29	-11	1	4	-3
CC1Sc2ccc(S(=O)(=O)CCC(=O)N3CCN(c4cccc(Cl)c4)CC3)cc2NC1=O (configuration not stated)	14	20	3	15	50*	34*	10	-12	-22
CCOCCn1c(SCC)nc2c1c(=O)[nH]c(=O)n2C	0.4	-1	-2	0.0	8	-9	9	-6	-1
COc1ccc(Cl)c(Cn2c(NCCCO)nc3c2c(=O)n(C)c(=O)n3C)c1	0.6	-4	0	-0.2	4	1	13	0	4
Cc1ccc(-n2nc3c(c2NC(=O)c2cccs2)CS(=O)(=O)C3)cc1C	2.4	-5	0	0.8	-4	-4	-1	-6	4
Cc1ccc(C)c(S(=O)(=O)NCCCn2ccnc2)c1	0.3	-6	-10	1.2	-16	2	5	-1	15
CC(C)c1ccc(Nc2nc(Cl)nc(NCCO)n2)cc1	-1.5	-3	-3	-0.3	-17	-4	-1	-10	1
O=C(COc1ccc2c3c(c(=O)oc2c1)CCC3)NC(Cc1ccc(Cl)cc1)C(=O)O (configuration not stated)	0.0	8	-2	0.2	-24	-8	3	-3	20
Cc1noc(C)c1S(=O)(=O)Nc1ccc2c(c1)C(=O)N([C@@H](C)CO)C[C@H](C)[C@@H](CN(C)Cc1ccc(C(F)(F)F)cc1)OCCCC[C@H](C)O2	/	0	-10	-0.5	-38	/	-2	/	-2
c1ccc2c(c1)CCc1ccccc1C2=C1CCNCC1	-0.1	-3	-7	0.7	-24	-14	5	-6	7
CN1CCC(=C2c3ccccc3Sc3ccccc32)CC1	/	1	-6	0.7	8	/	9	/	7
CCn1c2ccccc2c2cc(/C=N/n3c(-c4cc(C)[nH]n4)n[nH]c3=S)ccc21	-0.9	-12	-7	0.8	-5	-14	20	0	26
Cc1cccc(NC(=O)C2CCCN(C(=O)NCc3ccccc3)C2)c1C (configuration not stated)	0.3	-15	-1	0.7	15	-4	-4	-1	11
COCCNc1ccc(N2C(=O)CCCC2=O)cc1[N+](=O)[O-]	0.3	6	-3	0.0	-9	-14	4	6	-14
COc1ccc(NC(=O)COc2ccc(CNCCCN3CCOCC3)cc2OC)cc1	1.1	-11	-12	0.2	-14	0	3	2	5
C=CCn1cnc2scc(-c3ccc(CC)cc3)c2c1=O	-1.7	13	-7	-0.7	-14	-13	3	-4	-6
Cc1ccn2cc(C(=O)Nc3ccc4c(c3)OCCO4)nc2c1	-1.1	-24	-1	0.3	-16	-24	3	-2	2
CC(C)(CNC(=O)C1c2ccccc2-c2ccccc21)N1CCOCC1	-0.4	0	-12	0.3	-6	-26	0	-1	2
COc1ccc2c(c1OC)C(=O)N(c1ccc(O)cc1)C2=O	-0.2	-10	-8	0.6	-4	-3	2	2	-9
N#Cc1ccc(OCC(=O)N2CCCC2=O)cc1	0.4	1	-2	0.2	-21	-1	4	-2	-3
O=C1CCN(S(=O)(=O)c2cc(C(F)(F)F)ccc2Cl)CC1	0.2	-7	-2	0.3	-15	5	3	-2	-1
